JMJD2E inh: inhibitors of human JMJD2E histone demethylase; B2RXH2; JMJD2E catalytic domain, FDH-coupled NADH fluorescence (FDH is formaldehyde dehydrogenase); Potency, µM (doses to about 57.1 µM), for the others: at the highest dose activity change, negative = inhibition, actives largely listed as inhibitors; 230,000 tested, 1.6% active; AID 2147; active = well fitted inhibition curve with a large enough effect, not every such curve was filed as active; inconclusive = small, poorly fitted or top-dose-only effect, or another doubt; inactive = no such curve, though single readings can be large or run the other way;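 note: 0% = wells with enzyme and -100% = buffer wells without enzyme; nearly all actives have a fitted effect of over 50% in size; many of its hits are not listed in these tables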
GAA spleen mod: inhibits or activates alpha-glucosidase in human spleen homogenate. AID 2112. Potency, µM (series often up to 79.9 µM), for the others: at the highest dose activity change, negative = inhibition, usual class: inhibitors. 240,000 tested, 0.006% active. human spleen homogenate, 4-MU-alpha-glucoside fluorescence;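 note: 0% = enzyme with vehicle and -100% = no enzyme basal signal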
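Compounds were titrated against alpha-glucosidase in spleen homogenate at pH 5.0, with 1 mM 4-methylumbelliferyl substrate for 40 min at 37 C. Reactions were quenched with pH 10 NaOH/glycine and fluorescence measured.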
GAA inh: alpha-glucosidase (human) inhibition; AID 1466; Potency, µM (top dose mostly 76.9 µM), without a hit: at the highest dose activity change, negative = inhibition, actives largely listed as inhibitors; purified human GAA, 4-MU-alpha-glucoside fluorescence; P10253; 200,000 tested, 0.005% active;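 note: plate controls were uninhibited enzyme wells for no effect and no-enzyme background for full effect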
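Fluorescence at Ex 365/Em 440 nm from 4-methylumbelliferone reported enzyme activity after 20 min at room temperature. Reactions used 4 nM enzyme and 400 uM substrate at pH 5.0; curves fitted with the Hill equation.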
GLA spleen mod: inhibitors or activators of human alpha-galactosidase in spleen homogenate. P06280. human spleen homogenate, 4MU-alpha-Gal fluorescence, 40 min. Potency, µM (series often up to 80 µM), without a hit: top-dose activity change, negative = inhibition, hits mostly inhibitors. 240,000 tested, 0.008% active;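 note: 0% = enzyme with vehicle and -100% = no enzyme basal signal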
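Inhibition or activation of alpha-galactosidase in human spleen homogenate is scored by 4-MU fluorescence after 40 min at 37C, pH 5.0, with 1 mM substrate. AC50s come from concentration-response fitted to the Hill equation.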
GAA glycogen: GAA glycogen-cleavage inhibition or activation; P10253; recombinant GAA, glycogen substrate, Amplex Red glucose oxidase fluorescence; Potency, µM (doses to about 76.4 µM), without a hit: at the highest dose activity change, negative = inhibition, most hits filed as inhibitors; 300,000 tested, 0.38% active;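 note: 0% = full enzyme reaction and -100% = no-enzyme basal signal; the screen sought inhibitors and activators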
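Natural-substrate format: glycogen cleavage by 4 nM human enzyme, glucose read by Amplex Red coupling (Ex 573, Em 610 nm). Normalized to enzyme and no-enzyme controls.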
GoLoco inh red: blocks human Gai1 binding to RGS12 GoLoco peptide, red readout. P63096. Gai1:RGS12 GoLoco peptide FP, rhodamine, 10 min. Potency, µM (titrated, usually from 61.6 µM), for the others: top-dose activity, negative = inhibition, hits mostly inhibitors. 230,000 tested, 0.44% active; active = well fitted inhibition curve with a large enough effect, not every such curve was filed as active; inactive = no such curve, though single readings can be large or run the other way; note: % is set by controls: 0 for no effect and ±100 for the full control effect; nearly all actives have a fitted effect of over 30% in size; many of its hits are not listed in these tables
Target sequence (P63096 whole entry, looked up): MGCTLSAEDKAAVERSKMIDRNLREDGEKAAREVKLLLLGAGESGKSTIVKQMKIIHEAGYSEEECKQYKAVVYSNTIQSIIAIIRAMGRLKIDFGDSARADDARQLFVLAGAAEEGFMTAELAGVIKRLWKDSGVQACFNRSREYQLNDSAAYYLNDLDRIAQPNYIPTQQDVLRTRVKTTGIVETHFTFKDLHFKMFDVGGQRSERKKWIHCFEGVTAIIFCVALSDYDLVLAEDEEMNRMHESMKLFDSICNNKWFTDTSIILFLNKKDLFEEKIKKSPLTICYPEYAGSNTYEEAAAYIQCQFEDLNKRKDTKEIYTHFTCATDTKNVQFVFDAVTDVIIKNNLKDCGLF
SMN2 splice enh: increases expression of the SMN2 splice variant | AID 1458 | 210,000 tested, 2.8% active | Potency, µM (highest dose often 46.1 µM), for the others: at the highest dose activity change, positive = activation, hits mostly activators | HEK293 SMN2-luciferase splicing reporter, luminescence, 30-36 h; note: % of control where 0% means no effect; nearly all actives have a fitted effect of over 55% in size
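HEK293 cells carry an SMN2 minigene-luciferase reporter in which exon 7 inclusion puts luciferase in frame. Cells were seeded at 2000 cells/well, attached for 10-12 hours, then exposed to compounds for 30-36 hours at 37C before ONE-Glo luminescence.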
ALDH1A1 block: inhibitors of human aldehyde dehydrogenase 1A1 | P00352 | Purified ALDH1A1, NADH fluorescence, propionaldehyde substrate | Potency, µM (top dose mostly 75.3 µM), without a hit: at the highest dose activity, negative = inhibition, usual class: inhibitors | 220,000 tested, 7.3% active | AID 1030; active = well fitted inhibition curve with a large enough effect, not every such curve was filed as active; inconclusive = small, poorly fitted or top-dose-only effect, or another doubt; inactive = no such curve, though single readings can be large or run the other way;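 note: plate controls were no enzyme wells and a reference inhibitor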
Target sequence (P00352 whole entry, looked up): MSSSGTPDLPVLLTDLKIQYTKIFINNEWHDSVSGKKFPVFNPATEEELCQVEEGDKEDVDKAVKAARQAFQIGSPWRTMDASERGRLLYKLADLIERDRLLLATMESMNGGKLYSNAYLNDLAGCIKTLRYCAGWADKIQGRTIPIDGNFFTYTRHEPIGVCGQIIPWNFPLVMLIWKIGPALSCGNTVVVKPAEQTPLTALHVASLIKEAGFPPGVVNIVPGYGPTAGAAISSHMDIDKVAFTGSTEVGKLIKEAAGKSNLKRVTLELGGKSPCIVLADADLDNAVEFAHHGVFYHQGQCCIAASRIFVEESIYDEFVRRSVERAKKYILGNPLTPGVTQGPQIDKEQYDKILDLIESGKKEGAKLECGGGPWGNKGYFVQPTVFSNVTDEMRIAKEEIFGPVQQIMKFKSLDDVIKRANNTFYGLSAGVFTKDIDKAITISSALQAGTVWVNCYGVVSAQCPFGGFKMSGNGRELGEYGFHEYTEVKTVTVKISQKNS
The depositor's hits bear a star; ? = inconclusive; . = not tested or not shown; [ ] = remark or other dose. Unless noted, calls come from the whole dose curve; as a rule, active = well fitted curve in the direction sought with a large enough effect; inconclusive = small, poorly fitted or top-dose-only effect, or another doubt; inactive = no such curve, though single readings can be large; an effect the other way counts as inactive or inconclusive. Potency is the fitted concentration of half-maximal effect. An excerpt. The share of hits here may be higher or lower than overall.

SMILES | JMJD2E inh | GAA spleen mod | GAA inh | GLA spleen mod | GAA glycogen | GoLoco inh red | SMN2 splice enh | ALDH1A1 block
Cc1ccc(C)c(N2CCN(c3cnn(-c4nc5ccccc5s4)c(=O)c3Cl)CC2)c1 | 1% | -1% | -3% | 2% | -1% | -10% | ? | 0%
COc1ccc(NC(=O)CNS(=O)(=O)c2cccc3nonc23)c(OC)c1 | -9% | -3% | -1% | -3% | 3% | -19% | 25% | 13µM*
CCC(C)Sc1nc2c(c(=O)[nH]c(=O)n2C)n1Cc1ccccc1Cl (stereo not given) | 10% | -7% | 4% | 1% | -4% | -2% | 6% | 1.3µM*
COc1ccc(C2=NO[C@@H]3C(=O)N(c4c(C)cccc4C)C(=O)[C@H]23)cc1OC | -18% | -5% | 4% | -5% | -11% | -10% | -7% | 3%
C#CCOC(=O)C1C2C=CC(C2)C1C(=O)O (stereo not given) | 8% | -5% | -2% | 3% | -3% | -3% | 3% | 4%
CC(C)(C)c1ccc(C(=O)N2CCN(CCNC(=O)C(=O)NCc3ccccc3)CC2)cc1 | -2% | -3% | 1% | 1% | -12% | 11% | -39%[inhibitor] | ?
COc1ccc([C@H]2[C@@H](C#N)[C@H](C#N)N3CCCN23)cc1 | -3% | 1% | -3% | 1% | ? | 21% | ? | 3%
Cc1nc2cc(Cl)c([N+](=O)[O-])cc2s1 | -4% | -1% | -2% | -2% | 4% | 12% | . | -9%
COc1nccc(-c2ccc(F)cc2)c1C#N | 5% | 3% | -4% | 7% | -4% | 9% | -3% | -6%
COc1ccc(S(=O)(=O)Cc2ccc(C(=O)NC(C)C)o2)cc1 | 2% | -3% | 2% | -4% | 11% | 6% | -3% | ?
O=C(NNC(=S)NCC1CCCO1)c1cccc(S(=O)(=O)N2CCOCC2)c1 (stereo not given) | -6% | -3% | -8% | -9% | ? | 4% | 9% | ?
CCOC(=O)c1oc2ccccc2c1CN1CCN(C)CC1 | ? | 2% | 3% | 6% | 4% | 6% | -6% | 1%
N/C(Cn1cncn1)=N\OC(=O)c1ccc(Cl)cc1Cl | -23% | . | 0% | -23% | 4% | -18% | 23% | -4%
Cc1nn(-c2ccccc2)nc1CNC(=O)CC(C)(C)C | -10% | 6% | 0% | 2% | 4% | -1% | . | -6%
Cc1ccc(C(=O)NCCCNCCCNC(=O)c2ccc(C)nc2)cn1 | 199%[activator] | 2% | 5% | -6% | 9% | 1% | -4% | 6%
COc1ccc(OC)c(-c2[nH]nc3c2C(c2ccco2)C(C#N)=C(N)O3)c1 (stereo not given) | ? | -8% | -5% | -7% | -15% | 117%[activator] | . | ?
Cc1nc2cc(NC(=O)Nc3cccc(F)c3)ccc2n1C | -5% | -2% | . | -1% | 11% | 8% | . | .
O=C(CN1C(=O)/C(=C/c2ccccc2F)Sc2ccccc21)N1CCN(c2ccccn2)CC1 | ? | -2% | 7% | -7% | 1% | 8% | -21% | 6%
CSc1nnc(CCCCCNC(=O)OC(C)(C)C)o1 | -14% | -3% | . | -3% | -4% | -4% | . | .
COC(=O)c1c(C)[nH]c(C=Nc2ccc(OC)cc2)c1C | -11% | -5% | . | 1% | ? | 0% | . | .
Cn1c(=O)c2c(O)c(Cc3ccccc3)c(=O)[nH]c2n(C)c1=O | -16% | 0% | -4% | 3% | -6% | 2% | 13% | 14µM*
COc1cc2[nH]c(=O)n(CCC(=O)NC3CCCC3)c(=O)c2cc1OC | ? | -1% | -4% | 1% | 2% | -2% | . | ?
COC(=O)c1ccc(CN2CCCC(CCC(=O)NCc3ccc(C)o3)C2)cc1 (stereo not given) | -9% | -6% | -3% | -3% | -6% | 23% | 8% | -4%
COc1ccc(NC(=O)CC2CC3CCC2C3)cn1 (stereo not given) | 1% | -12% | -3% | -16% | 6% | 9% | 27% | 2%
CS(=O)(=O)c1ccc2nc(NC(=O)CCC(=O)c3cccs3)sc2c1 | -5% | 2% | -7% | 9% | 3% | 24% | ? | -20%
Cc1c(Cc2ccccc2)c(=O)oc2c(CN(C)C)c(O)c(Cl)cc12 | ? | ? | ? | ? | -1% | -3% | -14% | ?
Cc1noc(C)c1-c1nc(NCc2cccs2)c2ccccc2n1 | . | 3% | . | -1% | . | -1% | . | 9%
CC(=O)NC1(c2ccccc2)CCN(Cc2nnnn2C(C)(C)C)CC1 | 4% | 0% | 6% | 6% | 3% | 7% | 21% | -9%
COc1ccc(-c2nnnn2C)cc1S(=O)(=O)NCc1ccccc1 | -6% | -2% | 8% | 14% | 1% | 4% | -7% | ?
Cc1ccc(/C=C2\SC(=S)N(C(Cc3ccccc3)C(=O)O)C2=O)cc1 (stereo not given) | -3% | -5% | -4% | 2% | 0% | 0% | -1% | -2%
Nc1nnc(SCC(=O)OCC(=O)c2ccccc2Br)s1 | 4% | 10% | 0% | 0% | 1% | -7% | 9% | -3%
COc1ccc(CNc2oc(-c3ccccc3)nc2C#N)cc1 | ? | -14% | -3% | -12% | ? | 7% | 7% | ?
Cc1ccc(C(=O)C(OC(=O)CCC(=O)Nc2cccc(C)c2)c2ccccc2)cc1 (stereo not given) | 7% | -9% | 8% | -9% | 0% | 5% | -23% | -1%
COc1ccc(-n2c(SCC(=O)Nc3sc4c(c3C#N)CCCC4)nnc2-c2ccccc2OC)cc1 | 3% | -18% | -7% | 23% | -2% | -5% | -16% | -10%
CC(/C=N/NC(=O)c1cccc([N+](=O)[O-])c1)=C\c1ccccc1 | 0% | 0% | 3% | -4% | 4% | 8% | -2% | 14%
COc1cc(NC(=O)c2cccc(COCC(F)(F)C(F)F)c2)cc(OC)c1OC | -5% | 1% | -15% | 3% | 7% | 4% | -4% | 12%
Cc1ccc(SC(C)C(=O)Nc2cccnc2)cc1 (stereo not given) | 3% | -5% | 1% | -3% | 6% | 11% | 5% | 2%
CC(=O)Oc1cccc(O)c1 | 8% | 7% | . | -2% | . | 7% | 2% | 0%
Cc1ccnc2nc(C(=O)Nc3ccc4c(c3)OCO4)nn12 | 6% | -3% | 3% | 3% | 5% | 3% | 11µM* | 4%
Cc1onc(-c2c(Cl)cccc2Cl)c1C(=O)N=C(N)N1CCOCC1 | -5% | -2% | 2% | -2% | -7% | 4% | . | -2%
COC(=O)C(NC(=O)C(C)NC(=O)OCc1ccccc1)C(C)C (stereo not given) | 19% | -6% | . | 3% | 1% | -1% | . | .
Cc1onc(-c2ccccc2)c1C(=O)Nc1ccc(S(=O)(=O)Nc2nccs2)cc1 | 8% | 4% | . | 0% | 3% | 3% | . | .
Cn1c(=O)c2c(nc(CN3CCN(c4ccc(F)cc4)CC3)n2Cc2ccccc2F)n(C)c1=O | 10% | 5% | ? | 9% | -4% | -5% | -46%[inhibitor] | -3%
CCOC(=O)N1CCN(S(=O)(=O)c2ccc(OCC(=O)OC)cc2)CC1 | 4% | -8% | -6% | -4% | -6% | 3% | . | 10%
O=C(NCCN1CCOCC1)c1cc2cc([N+](=O)[O-])ccc2s1 | 2% | 1% | -15% | -1% | 6% | -5% | -5% | -71%
CCOc1cc(/C=N/NC(=O)CN2CCOCC2)ccc1OCc1ccccc1 | -8% | -6% | 3% | 1% | 12% | 2% | -14% | -4%
CCCCCn1c(=O)[nH]c2cc(C(=O)NCc3ccco3)ccc2c1=O | ? | 0% | 8% | 7% | 6% | -6% | -7% | ?
N#CCC(=O)N/N=C/c1cccc(Oc2ccccc2)c1 | 4% | -2% | -3% | -2% | -29% | 12% | 0% | 0%
O=C(O)CCC(=O)N1CCN(c2ncccc2C(F)(F)F)CC1 | -4% | -3% | -29% | -1% | 4% | -2% | . | 8%
Nc1ccc(SC(F)(F)F)cc1C(=O)c1ccccc1 | 3% | -2% | -11% | -4% | -6% | 5% | -14% | -8%
NC(=O)C1=C[C@@H](c2ccc(Br)cc2)C[C@@H](OCCCCO)O1 | ? | -2% | . | 13% | 0% | 5% | . | 2%
Cc1nnc(SCC(=O)N(C)c2c(N)n(Cc3ccccc3)c(=O)[nH]c2=O)n1Cc1ccccc1 | 3% | 7% | -5% | 7% | -2% | -7% | 8% | 9%
COc1ccccc1CNC(=O)c1cn(C)c2ccc(S(=O)(=O)N3CCCCC3)cc2c1=O | 1% | -12% | 11% | -13% | 10% | -14% | -2% | 12%
COc1ccccc1NC(=O)COc1cc(C)nc(C(C)C)n1 | -4% | -4% | -14% | -4% | 0% | -9% | -1% | 9%
CCSc1ncnc2c1sc1nc3c(cc12)COC(C)(C)C3 | 0% | -4% | 1% | 4% | 11% | 12% | 13µM* | 0.79µM*
COc1ccccc1NC(=O)Nc1nnc(C(C)C)s1 | 1% | 6% | 2% | 10% | 1% | 7% | 22µM* | -5%
O=C(N/N=C/C1CC=CCC1)c1cc(-c2cccnc2)nc2ccccc12 (stereo not given) | 4% | -5% | -14% | -1% | -19% | -3% | 7% | -10%
Cc1ccc(S(=O)(=O)N2CCN(C(=O)CN3CCOCC3)C2c2ccccc2)cc1 (stereo not given) | 7% | -7% | ? | 0% | 3% | -13% | -19% | 5%
CCOC(=O)C1CCCN(C(=O)C2c3ccccc3Oc3ccccc32)C1 (stereo not given) | ? | -7% | -4% | -18% | -1% | 3% | 22% | 0%
COCCOc1cc(NC(=O)c2sccc2Oc2ccc([N+](=O)[O-])cc2F)c(Cl)cc1Cl | 1% | -4% | -1% | -8% | -6% | 5% | -43%[inhibitor] | -7%

Entries listed so far that bear a hit mark in ALDH1A1 block:
| Molecule | JMJD2E inh | GAA spleen mod | GAA inh | GLA spleen mod | GoLoco inh red | ALDH1A1 block |
| --- | --- | --- | --- | --- | --- | --- |
| COc1ccc(NC(=O)CNS(=O)(=O)c2cccc3nonc23)c(OC)c1 | -9% | -3% | -1% | -3% | -19% | 13µM* |
| CCC(C)Sc1nc2c(c(=O)[nH]c(=O)n2C)n1Cc1ccccc1Cl (stereo not given) | 10% | -7% | 4% | 1% | -2% | 1.3µM* |
| Cn1c(=O)c2c(O)c(Cc3ccccc3)c(=O)[nH]c2n(C)c1=O | -16% | 0% | -4% | 3% | 2% | 14µM* |
| CCSc1ncnc2c1sc1nc3c(cc12)COC(C)(C)C3 | 0% | -4% | 1% | 4% | 12% | 0.79µM* |

Assay outcomes as filed in PubChem BioAssay.
